T cell HTS: modulators of CD8 T cell-vesicle binding, primary screen, mouse 2C CD8+ T cells, flow cytometry | 2C CD8+ T cell-vesicle binding; hits give low values | calls only at 7 µM | 330,000 tested, 0.068% active | AID 2052, 2009;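 active = response, share of CD8 T cells binding vesicles, and their 90th percentile fluorescence all below set limits, cut at about 80% in these data, passing the limit was not always enough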
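Assay system – 2C mouse CD8+ T cells · Also added – QL9-loaded Drosophila micro-vesicles · Timing – Cell–vesicle co-incubation 1.5 h at 37 °C, staining 20 min on ice · Signal – flow cytometry of vesicle-bound cells · Measure – percent CD8+ FL2 mean versus row control · Controls – Peptide-free naked vesicles (low) and QL9 vesicles with 0.7% DMSO vehicle (high)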
PhoP inhibition: inhibitors of PhoP regulon expression, primary screen, Salmonella Typhimurium, GFP reporter (AID 1863); S. Typhimurium PhoP-regulated promoter GFP reporter, 4 h; higher % means a stronger effect; inhibition, % at 50 µM, or IC50 in µM where a hit was titrated; 300,000 tested, 0.16% active;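 active = inhibition over 29.93%, a cutoff 3 SD above the screen mean, later confirmed by dose response; inconclusive = inhibition over 29.93% but no dose response follow-up; inactive = inhibition at most 29.93% or unconfirmed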;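 also: 0% = low Mg2+ inducing control and 100% = high Mg2+ repressing control; strong numbers were not always called active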
Myeloid diff MLP: induction of myeloid progenitor differentiation, primary screen, cell-based, flow cytometry, MLPCN library. ER-HoxA9 myeloid progenitors, lysozyme-GFP differentiation. calls only at 10 µM. 360,000 tested, 1% active;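 active = normalized GFP-positive differentiation at or above the plate's own cutoff, the solvent-only control mean plus 3 SD; inconclusive = no clear call, values can overlap the other calls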;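 also: cells exposed to compound for four days before flow analysis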
WT yeast gro inh: growth inhibition of WT strain, primary screen, mitochondrial fusion inhibitor project, WT and mutant strains, chemical genetic; mitochondrial fusion phenotypic screen; inhibition, % at 10 µM; 190,000 tested, 2.1% active; AID 1362, 2008; in the data active = inhibition above about 58%; tested in S. cerevisiae
bCat nuc transl: modulators of beta-catenin nuclear translocation, primary screen, imaging, HeLa cells, immunofluorescence, high-content | nuclear translocation activity, % at 5 µM | 190,000 tested, 0.3% active;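 active = nuclear translocation activity above 50% at 5 µM, with a well cell count of 50 or more; inconclusive = wells under 50 cells across six images, flagged as toxic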;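 also: per-cell ratio of nuclear to cytoplasmic median beta-catenin stain intensity; plate controls were DMSO negative control for no effect and GSK-3 inhibitor IX positive control for full effect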
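Assay system: human HeLa cells, native beta-catenin; doses: 5 µM primary, 0.02–20 µM confirmation; incubation: compound treatment 24 h, 37°C, 5% CO2; technique: fluorescence imaging of beta-catenin antibody stain plus DAPI; measure: % activation, nuclear-to-cytoplasmic median beta-catenin signal ratio per cell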
MgcRacGAP inhibition: MgcRacGAP GTPase-activating activity inhibitors, confirmation, biochemical, ADP Hunter fluorescence; Rac GTPase-activating protein 1 (Homo sapiens); MgcRacGAP-stimulated Rac1 GTP hydrolysis, ADP Hunter fluorescence; higher % means a stronger effect; GST-tagged Rac1 F28L mutant substrate; inhibition, % at 30 µM; hits with a dose series show IC50 in µM; 340,000 tested, 0.6% active; AID 624330, 2012;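 active = first-screen hits whose inhibition reached a set limit at any dose in the follow-up dose series; inconclusive = inhibition above the set first-screen limit but never retested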;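 also: fluorescence reports GDP produced by GAP-driven GTP hydrolysis; strong numbers were not always called active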
Large T inhibition: SV40 large T antigen inhibitors, biochemical (AID 1903); 310,000 tested, 0.39% active; inhibition, % at 20 µM; hits with a dose series show IC50 in µM; SV40 large T antigen ATPase/helicase inhibition assay; higher % means a stronger effect; in the data active = a potency from the dose series; inconclusive = inhibition mostly from about 32% at the one dose, without a potency; inactive = the rest, 99 in 100 with inhibition below about 32%; also: strong numbers were not always called active
West Nile virus CPE: West Nile virus antiviral activity, cell-based, CPE readout (AID 1621) | one-dose CPE inhibition, % at 10 µM; IC50 in µM for titrated hits | 290,000 tested, 0.02% active | West Nile virus-infected cells, CPE inhibition; higher % means a stronger effect; in the data active = a potency from the dose series; inconclusive = CPE inhibition mostly from about 3.7% at the one dose, without a potency; inactive = the rest, 99 in 100 with CPE inhibition below about 2.2%; also: strong numbers were not always called active
RSV CPE inhibition: RSV antiviral activity via CPE protection, HEp-2 cells, primary 10 µM value included (AID 2391) | HEp-2 cells, RSV-induced CPE inhibition; higher % means a stronger effect | one-dose CPE inhibition, % at 10 µM; IC50 in µM for titrated hits | 310,000 tested, 0.13% active; in the data active = a potency from the dose series; inconclusive = CPE inhibition mostly from about 23% at the one dose, without a potency; inactive = the rest, 99 in 100 with CPE inhibition below about 21%; also: strong numbers were not always called active
WT yeast gro inh mutant strain: recorded beside WT yeast gro inh, whose call it bears; inhibition, %; mitochondrial fusion phenotypic screen, mutant strain inhibition
bCat nuc transl cell count 5 µM: second read-out of bCat nuc transl, no call of its own (marks repeat the call); cell count; measured here: cell count, cytotoxicity flag
T cell HTS vesicle-bound %: also measured in T cell HTS; calls as there; double positive events, %; measured here: CD8+ vesicle-bound cell fraction;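 binding gate set so that unloaded-vesicle control wells show 10% double positive cells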
Myeloid diff MLP GFP+ MAC1+ %: also measured in Myeloid diff MLP; calls as there; GFP+ MAC1+ double positive, %; measured here: differentiation confirmed by MAC1 staining
An asterisk follows results filed as active; i = inactive; ? = inconclusive; nt = no result given; + = active, no number; & = joins results of further samples.

No.	SMILES	T cell HTS	T cell HTS vesicle-bound %	PhoP inhibition	Myeloid diff MLP	Myeloid diff MLP GFP+ MAC1+ %	WT yeast gro inh	WT yeast gro inh mutant strain	bCat nuc transl	bCat nuc transl cell count 5 µM	MgcRacGAP inhibition	Large T inhibition	West Nile virus CPE	RSV CPE inhibition
1	CCOC(=O)CN1C(=O)S/C(=C/c2ccc(C)o2)C1=O	i	52	2%	i	0.7	nt	nt	nt	nt	14%	24%	-1.1%	3.8%
2	Cn1ccnc1SCC(=O)NC1CC1	i	50	7%	i	3.4	-16	-39	-5.0	1199	-6%	2%	0.7%	1.0%
3	CC(C)NC(=O)CSc1nnc(-c2ccc(S(=O)(=O)N3CCCC3)cc2)n1CC1CCCO1 (stereo unspecified)	i	38	3%	i	0.6	-28	-10	0.0	1471	4%	0%	0.1%	2.0%
4	Cc1cc(Cl)ccc1NNC(=O)c1cccs1	i	4	-4%	i	0.5	nt	nt	0.7	1371	2%	-3%	-1.2%	0.8%
5	CCOC(=O)c1c(C)oc2ccc(OCC(=O)C(C)(C)C)cc12	i	42	9%	i	0.8	31	1	1.5	1069	2%	-1%	-0.2%	0.9%
6	Cc1ccsc1CN(C)C(=O)C(NC(=O)c1cccc(S(=O)(=O)N2CCOCC2)c1)C(C)C (stereo unspecified)	i	36	nt	i	0.4	nt	nt	nt	nt	7%	nt	nt	0.5%
7	Cc1cc(NC(=O)C2CC(c3cccc(Br)c3)=NO2)no1 (stereo unspecified)	i	21	5%	i	4.6	-6	-26	nt	nt	1%	-1%	-0.2%	0.8%
8	N#CCC(=O)NCC1(c2ccccc2)CCCC1	i	45	-14%	i	1.1	-3	4	2.0	1029	5%	0%	-0.1%	1.7%
9	COc1ccc(OC)c(/C=C/C(=O)c2ccc3c(c2)OCO3)c1	i	33	nt	i	0.3	nt	nt	nt	nt	6%	nt	nt	0.2%
10	Nc1ncc(CN2CCCC(C(=O)Nc3ccc(-c4ccco4)cc3)C2)cn1 (stereo unspecified)	i	24	-3%	i	0.0	nt	nt	nt	nt	11%	19%	-0.7%	-1.7%
11	COc1ccc(N2C(=O)CCC(C(=O)N(C)CCc3ccccn3)C2c2ccc(OC)c(OC)c2)cc1 (stereo unspecified)	i	13	-6%	i	0.6	-19	33	nt	nt	6%	22%	0.1%	1.5%
12	COc1cc(OC)cc(C(=O)N[C@H](C(=O)Nc2nc(-c3ccc(F)c(F)c3)cs2)C(C)C)c1	i	54	3%	i	0.1	-10	-4	0.2	1005	4%	3%	-0.3%	1.0%
13	COC(=O)c1ccc(Oc2ccc(C(F)(F)F)cn2)cc1	i	60	6%	i	0.1	41	26	-1.4	1142	3%	1%	0.5%	2.7%
14	Cn1c(N)c(C(=O)COC(=O)CCC(=O)c2ccc(F)cc2)c(=O)n(C)c1=O	i	30	-7%	i	0.4	-10	-13	-0.6	1093	-1%	13%	0.5%	1.2%
15	COc1ccccc1/C=C/C(=O)NNC(=O)c1cccs1	i	24	-13%	i	0.1	-3	0	0.2	953	4%	14%	0.0%	-1.7%
16	CCNc1c(NS(=O)(=O)c2ccc([N+](=O)[O-])cc2)c(=O)oc2ccccc12	i	41	3%	i	0.7	nt	nt	nt	nt	4%	4%	0.6%	0.0%
17	COc1ccc(C2Nc3cccc4cccc(c34)N2)cc1	i	59	9%	i	0.5	12	16	0.3	1491	16%	6%	2.4%	2.1%
18	O=C(c1ccccc1)N1CCN(Cc2ccccc2Br)CC1	i	28	3%	i	1.1	14	1	0.0	1173	12%	9%	0.3%	1.8%
19	COc1ccc(NC(=O)c2nc[nH]c2C(=O)N2CCN(c3ccccc3)CC2)cc1	i	17	1%	i	0.8	nt	nt	0.1	1316	9%	0%	0.5%	0.1%
20	COc1cc2c(cc1OC)C1(CCCC1)C(N)=C2C#N	i	13	-12%	i	0.0	-7	-4	-1.7	1133	38µM*	28%	0.7%	1.6%
21	O=C(CCCCCCC(=O)c1ccccc1)c1ccccc1	i	53	-7%	i	0.4	-10	-2	1.7	1608	-25%	16%	-0.1%	20%
22	O=S(=O)(NC1CCCCC1N1CCN(c2ccccc2F)CC1)c1ccc(Cl)cc1 (stereo unspecified)	i	4	-1%	i	1.5	nt	nt	nt	nt	-33%	3%	1.1%	15%
23	CCOC(=O)C1CCCN(CCCc2ccccc2)C1 (stereo unspecified)	i	26&37	-2%&9%	i	3.1&0.5	-5&15	15&11	-4.2	1200	4%&1%	2%&4%	-0.1%&0.0%	1.6%&-0.1%
24	CCOC(=O)c1cc(NC(=O)C2CCCO2)cc(C(=O)OCC)c1 (stereo unspecified)	i	29	6%	i	7.2	-20	-21	-0.7	1040	-3%	7%	0.3%	nt
25	O=[N+]([O-])c1ccc(N/N=C/c2c[nH]c3ccccc23)cc1	i	10	12%	+	46*	87*	71*	1.0	1317	11%	17%	1.3%	2.3%
26	Cc1cccc(N(C(=O)c2csnn2)C(C(=O)NC2CCCCC2)c2ccccn2)c1C (stereo unspecified)	i	48	6%	i	0.3	nt	nt	nt	nt	5%	-1%	-0.3%	-0.8%
27	COC(=O)COc1ccc(-c2nccc(-c3ccc(Br)cc3)n2)cc1	i	47	-5%	i	0.3	nt	nt	nt	nt	7%	11%	-0.4%	3.4%
28	COc1ccccc1CNC(=O)c1ccc2ccccc2n1	i	4	2%	i	2.8	nt	nt	nt	nt	13%	-4%	-0.8%	1.4%
29	O=C(CCc1nc2ccccc2c(=O)[nH]1)NNC(=O)COc1ccccc1Cl	i	51	-10%	i	0.6	nt	nt	nt	nt	2%	12%	nt	-0.4%
30	COc1cc2c(cc1OC)C(C)N(C(=O)c1cc(Cl)nc(Cl)c1)CC2 (stereo unspecified)	i	53	4%	?	nt	nt	nt	nt	nt	12%	5%	0.8%	-0.3%
31	O=C1CCCN1C(=O)CCC(=O)N1CCCC1=O	i	41	-1%	i	0.5	4	0	2.8	1062	6%	2%	0.1%	0.9%
32	Cc1cccc[n+]1CC(=O)c1ccccc1	i	43	8%	i	0.4	nt	nt	nt	nt	9%	1%	-0.1%	1.1%
33	Cn1ncc2c(NCc3ccccc3)ncnc21	i	27	-3%&-2%	i	5.3	21	13	2.3&1.4	1094&1328	8%	4%	-1.0%&0.5%	-0.5%
34	COc1ccc(NC(=O)Cc2ccc(-c3ccccc3)cc2)cn1	i	28	-6%	i	0.3	3	3	96*	275*	1%	16%	-1.0%	4.4%
35	Cc1ccc(-c2nc(CS(=O)CC(=O)NC(C)CCc3ccccc3)c(C)o2)cc1 (stereo unspecified)	i	58	0%	i	1.8	nt	nt	nt	nt	11%	1%	-1.1%	7.6%
36	COCCn1c(SCC(=O)Nc2ncc(Cl)c(C)c2Cl)nc2ccccc21	i	33	-2%	i	0.7	10	-8	-0.4	1165	5%	12%	-1.2%	3.4%
37	CC(Sc1nnnn1-c1ccccc1)C(=O)Nc1ccccc1-c1ccccc1 (stereo unspecified)	i	51	-9%	i	0.6	8	1	-1.8	951	3%	7%	-1.5%	1.0%
38	Cc1ccccc1NC(=O)OCc1ccccc1	i	60	5%	i	0.2	nt	nt	nt	nt	3%	10%	-0.1%	1.8%
39	O=C(CN1C(=O)c2ccccc2C1=O)Nc1ccccc1C(=O)N1CCCC1	i	29	-6%	i	1.0	-13	-2	-0.1	979	-3%	6%	-0.1%	1.1%
40	CCOC(=O)c1cc(=O)c2ccc(OCC(=O)Nc3ccccc3)cc2o1	i	37	3%	i	1.0	nt	nt	-0.2	1299	6%	2%	0.1%	0.3%
41	COc1ccc(N2CCN(Cc3nnnn3C3CCCCC3)CC2)cc1	i	23	-1%	i	0.1	-9	-8	0.4	1437	15%	16%	-0.7%	-1.1%
42	CC1=CC(=O)C=C(C)C1=NOc1ccccc1[N+](=O)[O-]	i	28	-3%	nt	nt	17	7	nt	nt	6%	-4%	?	4.8%
43	CCN1CCN(C(c2ccccc2F)c2nnnn2Cc2ccc3c(c2)OCO3)CC1 (stereo unspecified)	i	36	-4%	i	0.7	26	5	-3.2	813	8%	3%	-0.5%	1.1%
44	O=C(c1ccccc1)N1CCN(C(=S)NCCc2ccccc2)CC1	i	59	0%	i	0.2	-8	-13	nt	nt	2%	14%	-1.0%	3.7%
45	CCOC(=O)c1c(C)c(C(=O)Nc2ccc(N(C)C)cc2)c(C)n1CC	i	20	-4%	i	6.7	20	11	-4.3	973	?	15µM*	2.9%	0.7%
46	Fc1ccc(N2CCN(Cc3ccccn3)CC2)cc1	i	20	-5%	i	0.2	-14	14	-1.2	1094	?	4%	0.4%	-0.6%
47	C=CCOc1cccc(C2C(C(=O)c3ccco3)=C(O)C(=O)N2CCN2CCOCC2)c1 (stereo unspecified)	i	41	-5%	i	0.4	3	-7	-5.3	1187	10%	9%	0.8%	2.6%
48	O=C1NCCN(Cc2ccc(-c3ccccc3)cc2)C1CC(=O)N1CCN(CCO)CC1 (stereo unspecified)	i	40	0%	nt	nt	-17	-9	0.3	1079	2%	18%	0.1%	-0.5%
49	CCc1nnc(NC(=O)CSc2nnc3c(n2)[nH]c2ccccc23)s1	i	56	-8%	i	0.4	0	-3	4.4	997	4%	10%	0.2%	-0.8%
50	O=S(=O)(c1ccc(SCCOc2ccc(Br)cc2)nc1)N1CCCC1	i	30	nt	i	0.3	nt	nt	nt	nt	4%	nt	nt	1.8%
51	COc1ccc(N2CCN(C(=O)c3cccc(N4C(=O)C5C6C=CC(C6)C5C4=O)c3)CC2)cc1 (stereo unspecified)	i	14	10%	i	0.0	nt	nt	nt	nt	-7%	31%	-1.4%	-0.5%
